Source: PubChem BioAssay (several laboratories)
NOD2 RIPK2 PPI – NOD2-RIPK2 binding disruptors in cells, primary screen, fluorescence, CHO cells, BLA complementation. CCF4 ratio. AID 624267, 2012. inhibition, % at 4.98 µM. 360,000 tested, 0.38% active; in the data active means inhibition above about 21%;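 further: 0% = vehicle only and 100% = reference blocker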
MC4R antagonist – MC4R antagonists of cAMP signaling, primary screen, cell-based, TR-FRET, antagonist arm of biased-ligand search; Melanocortin receptor 4 (Homo sapiens), P32245; MC4R-expressing cells, MTII-stimulated cAMP, LANCE TR-FRET; inhibition, % at 6.5 µM; 360,000 tested, 0.48% active; AID 540295, 2011;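 active means inhibition above its plate's cutoff, the mean of tested wells on that plate plus 3 SD, cut at about 29% in these data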;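 further: 0% = Melanotan II alone and 100% = Melanotan II plus saturating MCL0020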
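material = U2OS cells stably expressing human melanocortin 4 receptor (MC4R) | also added = Melanotan II challenge | dosing = single nominal compound dose of 6.5 µM | detection = TR-FRET with Eu-cAMP and labeled anti-cAMP, 671 nm | replication = singlicate | timing = compound 30 min, challenge 1 h, detection 1 h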
SRC1 inh – SRC1 coactivator transcriptional activity inhibitors, primary screen, cell-based, luminescence; Nuclear receptor coactivator 1 (Homo sapiens), Q15788; HEK293 GAL4-SRC1 luciferase reporter; inhibition, % at 3.6 µM; 360,000 tested, 0.12% active; AID 588354, 2011;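 active means inhibition above the campaign mean plus 3 SD, with each screening campaign given its own cutoff, cut at about 60% in these data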;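 further: 0% = DMSO treated cells and 100% = gossypol at 36 µM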
NCOA3 inh – SRC3 coactivator transcriptional activity inhibitors, primary screen, cell-based, luminescence. HEK293 GAL4-SRC3 luciferase reporter. 360,000 tested, 0.17% active. AID 588352, 2011. Nuclear receptor coactivator 3 (Homo sapiens), Q9Y6Q9. inhibition, % at 3.6 µM;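 active means inhibition above a per-campaign cutoff, the mean of all compounds plus 3 SD, cut at about 60% in these data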;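 further: 0% = DMSO-treated cells and 100% = gossypol-treated cells at 36 µM; higher means less SRC3-driven luciferase light from the GAL4 reporter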
ABHD5 PLIN5 PPI – ABHD5-PLIN5 interaction inhibitors, primary screen, cell lysate, split luciferase complementation, luminescence. Split G. princeps luciferase complementation, 4 h. inhibition, % at 4 µM. 360,000 tested, 0.78% active;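 active means inhibition above the mean inhibition across every tested compound plus 3 SD, cut at about 22% in these data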;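 further: 0% = DMSO only wells and the 100% control is not disclosed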
Target sequence (Q00G26 whole entry, looked up): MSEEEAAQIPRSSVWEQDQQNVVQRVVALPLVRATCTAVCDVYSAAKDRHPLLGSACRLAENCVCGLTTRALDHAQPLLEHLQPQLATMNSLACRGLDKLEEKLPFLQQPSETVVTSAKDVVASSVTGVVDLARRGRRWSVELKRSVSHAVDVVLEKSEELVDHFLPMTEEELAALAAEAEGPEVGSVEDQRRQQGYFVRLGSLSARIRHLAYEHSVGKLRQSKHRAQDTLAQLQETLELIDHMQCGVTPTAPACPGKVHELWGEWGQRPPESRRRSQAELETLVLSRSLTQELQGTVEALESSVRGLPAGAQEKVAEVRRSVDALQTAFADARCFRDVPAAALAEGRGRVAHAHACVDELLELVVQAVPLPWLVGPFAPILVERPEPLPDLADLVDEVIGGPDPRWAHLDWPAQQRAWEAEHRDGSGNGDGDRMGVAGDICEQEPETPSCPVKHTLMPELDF
Target sequence (Q8WTS1 whole entry, looked up): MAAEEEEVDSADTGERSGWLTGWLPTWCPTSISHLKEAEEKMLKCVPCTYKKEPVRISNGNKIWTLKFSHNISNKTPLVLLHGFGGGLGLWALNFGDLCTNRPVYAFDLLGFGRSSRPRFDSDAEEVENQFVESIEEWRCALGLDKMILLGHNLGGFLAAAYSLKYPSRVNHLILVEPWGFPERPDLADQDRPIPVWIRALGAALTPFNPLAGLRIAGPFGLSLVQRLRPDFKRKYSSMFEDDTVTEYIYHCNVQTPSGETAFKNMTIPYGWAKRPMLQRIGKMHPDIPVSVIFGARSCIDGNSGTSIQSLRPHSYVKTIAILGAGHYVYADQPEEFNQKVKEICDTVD
EBV LMP1 NFkB – EBV LMP1-driven NF-kappaB luciferase reporter inhibitors, primary screen, cell-based, luminescence, single point; LMP1-induced NF-kappaB luciferase reporter cells; inhibition, % at 12.5 µM; 350,000 tested, 0.69% active; AID 504558, 2011; in the data active means inhibition above about 41%;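 further: 0% = neutral control wells and 100% = reference inhibitor control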
SRC2 inh – inhibition of GAL4-SRC2 driven luciferase reporter, primary screen, SRC2 inhibitor project, cell-based, luminescence; Nuclear receptor coactivator 2 (Homo sapiens), Q15596; HEK293 GAL4-SRC2 luciferase reporter; inhibition, % at 9 µM; 370,000 tested, 0.17% active; AID 651957, 2012;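 active means inhibition above the mean inhibition of all tested compounds plus 3 SD, set per campaign, cut at about 52% in these data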;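 further: 0% = DMSO treated cells and 100% = cells given Gossypol at 36 µM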
LRH-1 inv ag – LRH-1 (NR5A2) inverse agonists, primary screen, cell-based, luminescence, HEK293T, StAR-luciferase reporter; Nuclear receptor subfamily 5 group A member 2 (Homo sapiens), O00482; LRH-1 transfected, 24 h; inhibition, % at 3.6 µM; 360,000 tested, 0.13% active; AID 602396, 2012;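 active means inhibition above the mean inhibition of all tested compounds plus 3 SD, cut at about 73% in these data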;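 further: 0% = DMSO wells and 100% = reporter-only cells lacking LRH-1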
MC4R barr agon – MC4R agonists recruiting beta-arrestin, primary screen, cell-based, luminescence, agonist arm of biased-ligand search; 360,000 tested, 0.98% active; activation, % at 8.9 µM; Melanocortin receptor 4 (Homo sapiens), P32245; U2OS MC4R beta-arrestin complementation; percent of melanotan II response, DMSO zero;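 active means activation above a per-plate cutoff, the mean activation of sample wells on that plate plus 3 SD, cut at about 8% in these data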
TLR9-MyD88 inh – inhibitors of TLR9-MyD88 association in cells, primary screen, cell-based, CHO, BLA complementation, fluorescence; Toll-like receptor 9 (Homo sapiens) + Myeloid differentiation primary response protein …; CCF4 FRET ratio; inhibition, % at 4.98 µM; 340,000 tested, 0.21% active;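 active means inhibition above the mean over all tested compounds plus 3 SD, cut at about 21% in these data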;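 further: 0% = DMSO only wells and 100% = clavulanate BLA inhibitor control wells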
NR2F2 inh – NR2F2 transcriptional activity inhibitors, primary screen, cell-based, luciferase reporter, HEK293T, luminescence; AID 686940, 2013; COUP transcription factor 2 (Homo sapiens), P24468; inhibition, % at 8.6 µM; HEK293T NGFI-A luciferase reporter; 370,000 tested, 0.7% active;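 active means inhibition above a per-plate cutoff, mean inhibition of test wells between control levels plus 3 SD, cut at about 38% in these data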;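 further: cells cotransfected with COUP-TFII expression vector driving the NGFI-A reporter; 0% = median of COUP-TF2 test wells and 100% = reporter-only cells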
Active calls of the source: *; . = no result given. A portion of the library, so the mix of outcomes need not match the whole.

canonical_smiles	LRH-1 inv ag	EBV LMP1 NFkB	TLR9-MyD88 inh	ABHD5 PLIN5 PPI	SRC2 inh	NCOA3 inh	MC4R barr agon	MC4R antagonist	NOD2 RIPK2 PPI	NR2F2 inh	SRC1 inh
COC(=O)C1=C(c2ccc(Cl)c(C(F)(F)F)c2)C[C@@H]2CC[C@H]1N2C(=O)NCc1ccc2c(c1)OCO2	-6	11	-4	0	-13	-10	0.2	-6	10	1	6
CC1CC(C)CN(CC(=O)c2ccc(OC(F)F)cc2)C1 (stereo not given)	-5	-1	-5	1	-8	9	-0.1	1	0	21	-5
CN(C)C(=O)Oc1cc(=O)n2c3c(cccc13)CCC2	6	2	6	7	-13	11	-1.2	7	-26	8	15
CC1CN(c2ccc([N+](=O)[O-])c3cccnc23)CC(C)N1 (stereo not given)	-7	-21	4	-2	-2	-7	-1.0	19	-7	-11	-13
CCOC(=O)C1=C(N)OC2=C(C(=O)CC(C)(C)C2)C12C(=O)Nc1ccccc12 (stereo not given)	4	-19	4	-2	2	12	0.5	23	-1	3	2
COC(=O)C1=C(c2ccc(OCc3ccccc3)cc2)C[C@@H]2CC[C@H]1N2C(=O)NCc1cccc(OC)c1	2	13	-2	-3	4	-15	-0.3	18	1	10	4
CCCCn1c(O)c(C(CC)=NCCCN(C)C)c(=O)[nH]c1=O	-18	-1	-3	7	-1	-3	-0.4	0	-8	-3	4
CN1C(=O)C[N+]([O-])=C(c2ccccc2)c2cc(Cl)ccc21	5	-2	4	1	36	15	-0.3	-7	-22	-2	18
COC(=O)C1C2c3ccccc3OC1(C)N=c1s/c(=C/c3cnn(C)c3)c(=O)n12 (stereo not given)	8	-5	-5	-4	-19	-10	-0.7	3	-10	-10	-15
NCCc1ccc(OCc2ccccc2)c(OCc2ccccc2)c1	14	-2	-4	28*	22	6	2.7	5	10	0	5
C=CCn1c(O)c(C(CC)=NC(C)c2ccccc2)c(=O)[nH]c1=O (stereo not given)	15	17	-2	2	-70	7	-1.8	4	-6	-46	-5
CN1C(=O)C(=Cc2ccc(N3CCCCCC3)o2)C(=O)N(C)C1=S	-22	-34	2	0	-57	-8	-1.4	-1	-4	6	-26
S=C(NCCc1ccccc1)N1Cc2cc(Br)ccc2-n2nncc2C1	18	.	.	-4	-11	-5	.	.	-14	-3	18
O=C1NC(=O)N(CC2CCCO2)C(=O)/C1=C/c1cccs1 (stereo not given)	-21	6	8	12	9	10	0.0	-14	-7	-8	-27
CCC(C)C12CN3CCN(CC(C)(C3)C1O)C2 (stereo not given)	4	-2	-9	-2	0	13	-2.8	7	-7	21	-5

Remaining list, next part.
canonical_smiles	LRH-1 inv ag	EBV LMP1 NFkB	TLR9-MyD88 inh	ABHD5 PLIN5 PPI	SRC2 inh	NCOA3 inh	MC4R barr agon	MC4R antagonist	NOD2 RIPK2 PPI	NR2F2 inh	SRC1 inh
COc1cc2c(c(OC)c1OC)-c1ccc(O)cc1C(NC(C)=O)CC2 (stereo not given)	23	-5	-6	-3	4	12	-1.7	-13	17	-58	-7
CCNc1nc2[nH]c(=O)c3c(c2s1)OC(N)=C(C#N)C3c1cccs1 (stereo not given)	-2	2	4	4	-4	2	-0.8	2	-4	14	-9
CCOc1cc2c(cc1OCC)-n1cccc1C(c1cccc(F)c1F)NC2 (stereo not given)	5	4	-2	6	-36	-18	5.7	1	-9	-10	8
COC(=O)C1=CO[C@@H](C)[C@H]2CN3CC[C@]4(C(=O)Nc5ccccc54)[C@@H]3C[C@H]12	14	0	-6	3	-1	-6	1.5	0	-4	-9	3
OCCN(CC#CC(O)(c1ccccc1)C1CCCC1)CCO (stereo not given)	7	-3	1	0	10	28	-0.1	0	6	-3	1
CC1=CC(=O)OC2CC3OC4C[C@@H](C)C5OC6CC7O[C@]8(C)C/C=C\C9OC%10CC%11OC(CC(C)C%12OCCO%12)CC(O)[C@]%11(C)OC%10CC9OC8C[C@]7(C)O[C@]6(C)CCC5OC4C[C@]3(C)OC12 (stereo not given in full)	17	-5	-13	-11	.	-14	-0.5	7	6	.	9
CCOc1ccc(N)cc1	-10	0	-6	-1	-30	4	-0.2	8	-7	7	1
C=C1C(=O)OC2CC3(C)OC3C3OC3C3=CC(OC3=O)C12 (stereo not given)	-18	.	.	100*	-124	-140	-1.6	43*	44*	12	-131
CC1=CC2OC3CC4OC(=O)C=CC=CC(C(C)O)OCC(O)C5(C)OC5C(=O)OCC2(CC1O)C4(C)C31CO1 (stereo not given)	98*	97*	0	-2	65*	93*	-0.1	3	29*	92*	96*
CCOS(C)(=O)=O	4	-7	5	4	2	10	-1.2	10	-19	9	-8
C=CCc1cc(OC)c2c(c1)OCO2	11	-1	2	1	-8	3	-1.3	0	-6	-12	-9
COc1ccc(C(=O)C2CCCN(Cc3ccsc3)C2)cc1OC (stereo not given)	-52	-31	7	6	-18	-9	-1.6	4	-1	-6	-12
CC(=O)OC1N=C(c2ccccc2)c2ccccc2NC1=O (stereo not given)	27	-8	-4	0	-4	-13	-0.5	-2	-7	-5	0
CCn1c(P(C)(=O)O)nc2cc(NC(=O)c3ccccc3F)ccc21	-17	-1	0	0	-1	12	-1.9	15	-4	-2	-5
O=C(O)CCn1cc(C=C2C(=O)NC(=S)NC2=O)c(-c2cccc(Br)c2)n1	-7	5	5	7	-9	-9	-1.0	8	6	6	-5

Carrying on:
canonical_smiles	LRH-1 inv ag	EBV LMP1 NFkB	TLR9-MyD88 inh	ABHD5 PLIN5 PPI	SRC2 inh	NCOA3 inh	MC4R barr agon	MC4R antagonist	NOD2 RIPK2 PPI	NR2F2 inh	SRC1 inh
CCCCn1c(O)c(C(CC)=Nc2cccc(C(=O)O)c2)c(=O)[nH]c1=O	-21	0	1	-6	-15	-36	-2.7	2	0	-17	-7
c1ccc(CN2Cc3ccccc3-n3nncc3C2)cc1	10	3	3	-1	10	4	-1.0	9	0	-11	-18
COc1ccc(-c2nc3ccccc3n2OC(=O)N(C)C)cc1	-1	0	-1	2	-22	6	-1.1	4	2	-22	-11
c1ccc(C2NCCc3[nH]cnc32)cc1 (stereo not given)	1	8	2	5	19	-7	-0.2	6	-4	-10	11
COc1ccc(C(=O)C2CCCN(C3CSCCSC3)C2)c(C)c1 (stereo not given)	-5	-40	-2	-4	23	23	-3.8	1	-1	22	-3
O=C(NN=Cc1ccc(N(CCCl)CCCl)cc1)c1cccnc1	10	47*	-1	-8	-6	-3	-1.5	-6	-15	-6	-23
O=c1[nH]c(=O)n(-c2cccc(Cl)c2)c(O)c1C=NCCCN1CCOCC1	-13	1	-6	-2	-11	6	-0.2	0	-2	-8	2
C=CC[N+]1(C)C2CCC1CC(O)C2 (stereo not given)	1	2	-2	2	2	7	-3.3	10	-1	-14	0
Cc1cc(C=C2C(=O)NC(=S)NC2=O)c(C)n1C1CCCC1	-13	-14	3	17	-9	-22	-3.2	26	-23	-14	-46
COCCCNC(=O)c1c(NC(=O)c2ccccc2Cl)n(Cc2ccccc2)c2nc3ccccc3nc12	-12	1	-8	-2	24	12	3.4	10	-4	6	-2
CN1C(=O)N(C)C(=O)C2(Cc3cc([N+](=O)[O-])ccc3N(C)C2)C1=O	-6	4	0	0	6	11	-0.6	9	-6	4	11
CCOC(=O)C(O)(c1ccc(N(CC)S(=O)(=O)c2ccccc2)cc1)C(F)(F)F (stereo not given)	-5	2	-1	1	5	-13	-0.3	-2	6	-4	26
O=c1c2ccccc2nc(-c2cccs2)n1-c1cnccn1	7	-4	-5	7	-5	13	-0.5	4	-1	10	-19
COc1ccc(-n2c(/C=C/c3ccc(O)c(O)c3)nc3ccccc3c2=O)cc1	29	-3	24*	1	-27	-24	-0.2	-5	19	9	-17
Nc1c2c(nc3sc4c(c13)CCCC4)CCCCC2	-143	-53	-19	-1	-69	-103	-0.2	-4	-6	-28	-126

(further entries)
canonical_smiles	LRH-1 inv ag	EBV LMP1 NFkB	TLR9-MyD88 inh	ABHD5 PLIN5 PPI	SRC2 inh	NCOA3 inh	MC4R barr agon	MC4R antagonist	NOD2 RIPK2 PPI	NR2F2 inh	SRC1 inh
CCCC(=O)c1ccc(CP(=O)(OCC)OCC)o1	5	-13	-5	0	-9	13	-0.1	-8	-5	-7	-13
O=C(CCCC1=NS(=O)(=O)c2ccccc2N1)N1CCC2(CC1)OCCO2	0	-31	-13	2	-7	-26	0.8	-6	-4	-1	7
CCC1=C(C)C(N2CCOCC2)=NP(N2CCOCC2)(N2CCOCC2)=N1	-6	-6	8	4	11	11	1.2	4	12	4	11
O=C1NC(=O)C2(CCN(S(=O)(=O)c3ccccc3)CC2)C(=O)N1	7	-10	-5	8	14	2	0.2	5	-2	3	-27
CC(N=Cc1c(O)n(C2CC2)c(=S)[nH]c1=O)c1ccccc1 (stereo not given)	5	-3	-2	0	2	14	1.9	-4	0	12	5
CC(CN1CCOCC1)OC(=O)Cc1ccccc1 (stereo not given)	3	6	1	-2	-17	2	-1.1	3	-8	2	-27
Cc1nc2c(c(C)nn2-c2ccccc2)c(C)c1CCC(=O)N1CCC2(CC1)OCCO2	4	1	-1	-5	.	3	0.5	-2	-10	.	11
CC1CCN(C(=O)CCl)CC1	45	6	8	-2	4	26	-3.0	5	6	1	0
COP(=S)(OC)c1c(C)nn(CCC#N)c1NC(=O)c1ccc(Cl)cc1	-3	5	-10	0	-1	-23	-0.1	10	-6	-4	-16
CC(C)(O)C1C2OC(=O)C1C1(O)CC3OC34C(=O)OC2C14C (stereo not given)	-14	-4	-5	-3	11	-3	0.2	9	-6	0	8
O=[N+]([O-])c1ccc(N2CCNCC2)cc1N1CCCCC1	17	-5	-5	-2	-13	9	-1.6	-6	5	3	2
Cc1ccc(-n2c(O)c(/C=N/N3CCOCC3)c(=O)[nH]c2=S)cc1	13	2	-7	-6	-8	23	-0.5	-4	4	-3	10
O=C(Cc1cc(=O)[nH]c(=O)[nH]1)N1CCN(CCO)CC1	15	6	2	-7	11	-4	0.3	1	-7	-1	-12
COc1cc(CN2CCNCC2)cc(OC)c1OC	18	4	-1	0	-2	-4	-2.6	-6	-13	11	11
COc1ccc(CCn2c(O)c(/C=N/N3CCCCC3)c(=O)[nH]c2=O)cc1OC	13	18	2	-7	6	14	-1.3	-1	-2	6	3
